# TGFb inhibitor: inhibitors of TGF-b signaling; HepG2 CAGA-GFP TGF-b/SMAD3 reporter, GFP fluorescence, 18 h; TGF-beta stimulated, 500 pg/mL final; Potency, µM (series often up to 46.1 µM), for the others: at the highest dose activity, negative = inhibition, actives largely listed as inhibitors; 410,000 compounds, 1.2% hits; also: % is scaled to controls: 0 for no effect and ±100 for the full control effect; nearly all actives have a fitted effect of over 65% in size
#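 Per well, imaged GFP fluorescence of HEPG2 CAGA-GFP cells gives the signal; cells get compound, then TGF-beta (500 pg/mL final), 18 h at 37 degrees C; %Activity versus -TGF-beta and +DMSO controls.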
# HepG2 tox: HepG2 cytotoxicity, counter-screen for TGF-b inhibitors. Potency, µM (highest dose often 46.1 µM), inactives show top-dose activity change, negative = cytotoxicity, hits mostly cytotoxic. HepG2 CAGA-GFP viability, ATP luminescence, 18 h. AID 588856. 410,000 compounds, 0.76% hits; also: some results filed as inactive show a strong effect at the top dose
#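 HepG2 CAGA-GFP cells (1000/well, DMEM with 1% FBS) received compound, then TGF-beta at 500 pg/mL final, and were incubated 18 hours at 37 degrees C. Viability was read by CellTiter-Glo luminescence. Media-only wells were set as complete cell-killing and DMSO as no toxicity.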
# MCF10A rereplic: DNA re-replication induction in MCF 10a cells; MCF 10A DNA re-replication, Hoechst nuclear intensity, 48 h; Potency, µM (top dose mostly 46.1 µM), without a hit: at the top dose activity, positive = re-replication, actives largely listed as activators; 350,000 compounds, 2.9% hits; AID 624296; also: % of control where 0% means no effect; nearly all actives have a fitted effect of over 50% in size
# ATXN viability: reduces viability in counter-screen for ATXN expression inhibitors. S2 cells (HEK-293 line with an ATXN2-luciferase reporter) viability, CellTiter-Fluor protease fluorescence, 24 h. Potency, µM (series often up to 56.7 µM), usual class: cytotoxic. 400,000 compounds, 0.49% hits; also: nearly all actives have a fitted effect of over 40% in size
# Nrf2 ARE act: activates Nrf2 signaling; AREc32 ARE-luciferase reporter (MCF7-derived line), luminescence, 24 h; Potency, µM (titrated, usually from 46.1 µM), without a hit: at the top dose activation, usual class: activators; 410,000 compounds, 0.31% hits; AID 624171; also: % of control where 0% means no effect; nearly all actives have a fitted effect of over 65% in size
#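 AREc32 cells carrying an ARE-driven firefly luciferase, 1000 cells/well in OPTI-MEM with 5% FBS, dosed after overnight attachment and incubated 24 hr at 37 deg C. Steady-Glo luminescence read after 30 min at RT.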
# A549 tox: A549 cytotoxicity, counter-screen for Nrf2 inhibitors; Potency, µM (titrated, usually from 46 µM), for inactives: top-dose activity change, negative = cytotoxicity, usual class: inhibitors; AID 504648; 390,000 compounds, 0.16% hits; A549 ARE-Fluc cells, CellTiter-Fluor viability, 18-24 h; also: % is scaled to controls: 0 for no effect and ±100 for the full control effect
#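 A549 ARE_Fluc cells in 5% FBS OPTI-MEM were exposed to compounds in concentration-response for 18-24 h at 37 deg C. Viability was read by CellTiter-Fluor fluorescence (Ex 405/Em 525) after 30 min, before the luciferase read.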
# ATXN2 expr inh: reduces ATXN2 reporter expression in HEK-293 cells; HEK-293 ATXN2-luciferase reporter, luminescence, 24 h; Potency, µM (series often up to 57 µM), inactives show at the highest dose activity change, negative = inhibition, actives largely listed as inhibitors; 360,000 compounds, 0.72% hits; AID 1745845; also: % is scaled to controls: 0 for no effect and ±100 for the full control effect; nearly all actives have a fitted effect of over 55% in size
#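 ATXN2-luciferase reporter cells (luciferase flanked by upstream and downstream ATXN2 gene portions) were treated 24 h at 37 °C with compounds at up to 57 uM. SteadyGlo luminescence gave expression; GF-AFC fluorescence gave viability.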
# Nrf2 block: inhibitors of Nrf2 signaling; A549 ARE-Fluc reporter, luciferase luminescence, 18-24 h; Potency, µM (top dose mostly 46 µM), without a hit: top-dose activity change, negative = inhibition, usual class: inhibitors; 360,000 compounds, 2.1% hits; AID 504444; also: % is scaled to controls: 0 for no effect and ±100 for the full control effect; nearly all actives have a fitted effect of over 60% in size
#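 Two sequential reads on A549 ARE_Fluc cells exposed to compound for 18-24 h: a CellTiter-Fluor fluorescence read for viability, then a luciferase luminescence read for Nrf2/ARE activity.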
# EPAC2 antagonist: antagonists of human EPAC2. Q8WZA2. EPAC2 GEF exchange of Rap1B-BODIPY-GDP, fluorescence. Potency, µM (series often up to 114 µM), for the others: at the top dose activity, negative = inhibition, actives largely listed as inhibitors. 360,000 compounds, 0.18% hits. AID 720708; also: % is scaled to controls: 0 for no effect and ±100 for the full control effect; nearly all actives have a fitted effect of over 45% in size; many of its hits are not listed in these tables
# Target sequence (Q8WZA2 whole entry, looked up): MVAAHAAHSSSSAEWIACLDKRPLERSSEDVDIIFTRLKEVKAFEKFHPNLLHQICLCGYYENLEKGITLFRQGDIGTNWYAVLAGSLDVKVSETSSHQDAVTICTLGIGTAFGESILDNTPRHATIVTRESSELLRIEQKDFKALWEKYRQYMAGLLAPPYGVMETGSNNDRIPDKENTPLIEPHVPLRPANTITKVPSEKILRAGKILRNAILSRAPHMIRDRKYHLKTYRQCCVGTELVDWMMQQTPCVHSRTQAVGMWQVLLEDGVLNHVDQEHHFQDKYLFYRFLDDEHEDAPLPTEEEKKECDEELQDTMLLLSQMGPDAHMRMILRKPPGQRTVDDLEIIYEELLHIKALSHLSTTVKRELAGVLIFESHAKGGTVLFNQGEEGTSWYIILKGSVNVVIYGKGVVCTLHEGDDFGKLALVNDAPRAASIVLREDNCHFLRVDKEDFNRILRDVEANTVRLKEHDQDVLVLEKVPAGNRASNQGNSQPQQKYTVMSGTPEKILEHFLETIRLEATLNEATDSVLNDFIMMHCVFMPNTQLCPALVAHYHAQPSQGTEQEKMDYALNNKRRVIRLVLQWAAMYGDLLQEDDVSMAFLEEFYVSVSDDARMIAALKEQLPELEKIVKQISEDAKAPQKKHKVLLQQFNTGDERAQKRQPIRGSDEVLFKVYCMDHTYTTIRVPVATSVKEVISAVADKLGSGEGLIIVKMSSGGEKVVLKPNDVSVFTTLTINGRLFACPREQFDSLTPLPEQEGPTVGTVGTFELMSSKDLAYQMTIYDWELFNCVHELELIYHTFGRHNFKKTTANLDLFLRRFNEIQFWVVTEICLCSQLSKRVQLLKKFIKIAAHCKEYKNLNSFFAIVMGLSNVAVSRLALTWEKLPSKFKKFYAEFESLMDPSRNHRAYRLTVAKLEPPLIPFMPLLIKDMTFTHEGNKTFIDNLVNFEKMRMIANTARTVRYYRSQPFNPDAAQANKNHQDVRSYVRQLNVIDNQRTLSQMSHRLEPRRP
# Active calls of the source: *; i = inactive; ? = inconclusive; · = no result given; [ ] = another dose, or the depositor's remark. Calls follow the shape of the dose curve; as a rule, active = well fitted curve in the direction sought with a large enough effect; inconclusive = small, poorly fitted or top-dose-only effect, or another doubt; inactive = no such curve, though single readings can be large; an effect the other way counts as inactive or inconclusive. Potency is read from the fitted curve at half-maximal effect.
SMILES,TGFb inhibitor,HepG2 tox,MCF10A rereplic,ATXN viability,Nrf2 ARE act,A549 tox,ATXN2 expr inh,Nrf2 block,EPAC2 antagonist
CCOc1cc(/C=N/NC(=O)CN2CCOCC2)ccc1OCc1ccccc1,-6%,-12%,-10%,i,-0.6%,?,-2%,-13%,-3%
CCCCCn1c(=O)[nH]c2cc(C(=O)NCc3ccco3)ccc2c1=O,-16%,-39%,21%,?,4.2%,-21%,-17%,-13%,1%
Cc1onc(-c2ccccc2)c1C(=O)Nc1ccc(S(=O)(=O)Nc2nccs2)cc1,-4%,-5%,25%,i,-0.6%,1%,8%,-2%,4%
Cn1c(=O)c2c(nc(CN3CCN(c4ccc(F)cc4)CC3)n2Cc2ccccc2F)n(C)c1=O,-11%,1%,?,i,0.3%,0%,-26%,-30%,-2%
CCOC(=O)N1CCN(S(=O)(=O)c2ccc(OCC(=O)OC)cc2)CC1,-1%,-4%,18%,i,-0.4%,3%,-5%,8%,0%
COC(=O)C(NC(=O)C(C)NC(=O)OCc1ccccc1)C(C)C (configuration not stated),5%,4%,3%,i,-0.9%,4%,-17%,?,-1%
Cc1onc(-c2c(Cl)cccc2Cl)c1C(=O)N=C(N)N1CCOCC1,22%,-16%,7%,i,-0.6%,-8%,3%,-5%,-8%
C[C@H]1CN([C@@H](C)CO)S(=O)(=O)c2ccc(C#Cc3ccccn3)cc2O[C@H]1CN(C)Cc1ccc(F)cc1,2%,-26%,·,i,-0.1%,·,4%,·,1%
COc1cc(CNCc2ccccc2Cl)ccc1OCC(=O)NC1CCCCC1,?,-32%,10%,i,1.9%,0%,-28%,-13%,-8%
Cc1ccnc2nc(C(=O)Nc3ccc4c(c3)OCO4)nn12,21%,-55%,?,i,-0.4%,2%,?,?,2%
CN1CCN(C(CNC(=O)C(=O)Nc2ccc(F)cc2F)c2ccc3c(c2)OCO3)CC1 (configuration not stated),1%,-4%,·,i,3.0%,7%,5%,·,·
O=C(c1ccccc1NS(=O)(=O)c1ccc([N+](=O)[O-])cc1[N+](=O)[O-])N1O[C@@H]2C=C[C@H]1C2,?,-62%,?,·,?,-18%,?,2%,-8%
Cc1cc(NC(=O)CCC(=O)N(c2ccccc2F)C(C(=O)NC2CCCC2)c2ccccc2)no1 (configuration not stated),-3%,8%,10%,i,-2.5%,-4%,20%,-1%,-15%
O=C(NC1CC1)c1ccc(NS(=O)(=O)c2ccc(F)cc2)cc1,?,1%,-3%,i,0.3%,-1%,2%,-5%,4%
Cc1ccc(NC(=O)CN(C)S(=O)(=O)c2ccc3c(c2)CCC(=O)N3)c(C)c1,-7%,-21%,·,i,3.6%,-4%,1%,12%,·
O=C(Nc1ccc(F)cc1Cl)C1CCN(C(=O)Nc2ccccc2)CC1,-17%,-4%,-24%,i,-0.2%,-2%,6%,-14%,1%
COc1cccc(NC(=O)c2cc3c(=O)n(C)c4ccccc4c3n2C)c1,7%,-2%,·,i,-0.8%,0%,8%,6%,·
CCSc1ncnc2c1sc1nc3c(cc12)COC(C)(C)C3,-25%,-66%,-1%,i,-0.1%,2%,86%[activator],?,-1%
Cc1nnc(SCc2ccccc2Cl)c2cc3sccc3n12,-4%,1%,·,·,6.8%,5%,·,24%,·
COc1ccccc1NC(=O)Nc1nnc(C(C)C)s1,-14%,-25%,-6%,i,4.2%,5%,64%[activator],14%,-11%
CCN1CCN(c2cc(C)c3cc(NC(=O)/C=C/c4ccc(C)cc4)ccc3n2)CC1,-2%,-19%,·,·,0.7%,?,·,8%[9.27 µM],·
COc1ccccc1NC(=O)COc1cc(C)nc(C(C)C)n1,16%,0%,17%,i,0.2%,-11%,6%,9%,0%
COc1cc(OC)cc(C(=O)Nc2ccc3oc(-c4ccc(Cl)cc4)nc3c2)c1,14%,-2%,·,i,-1.2%,0%,-4%,-3%,·
COC(=O)C[C@H]1C[C@@H]2c3cc(NC(=O)NC4CCCC4)ccc3O[C@@H]2[C@@H](CO)O1,10%,6%,·,i,0.4%,·,-4%,·,7%
Cc1nnc(SCC(=O)N(C)c2c(N)n(Cc3ccccc3)c(=O)[nH]c2=O)n1Cc1ccccc1,4%,-4%,-14%,i,0.6%,3%,2%,-2%,2%
NC(=O)C1=C[C@@H](c2ccc(Br)cc2)C[C@@H](OCCCCO)O1,?,4%,9%,i,7.0%,-4%,0%,-7%,3%
CN(C(=O)CSc1nc(N)cc(N)n1)C1CCS(=O)(=O)C1 (configuration not stated),3%,-2%,2%,i,0.3%,-10%,0%,-6%,2%
CC(NC(=O)c1cccs1)C1CCCO1 (configuration not stated),12%,-1%,-6%,?,0.5%,-6%,11%,3%,3%
N#CCC(=O)N/N=C/c1cccc(Oc2ccccc2)c1,6%,5%,9%,i,0.2%,-10%,-14%,?,3%
O=C(O)CCC(=O)N1CCN(c2ncccc2C(F)(F)F)CC1,-7%,-14%,-2%,i,0.4%,-2%,8%,-13%,4%

# Quoted at random: 2 compounds from above.
SMILES,TGFb inhibitor,HepG2 tox,MCF10A rereplic,ATXN viability,Nrf2 ARE act,A549 tox,ATXN2 expr inh,Nrf2 block,EPAC2 antagonist
Cc1nnc(SCC(=O)N(C)c2c(N)n(Cc3ccccc3)c(=O)[nH]c2=O)n1Cc1ccccc1,4%,-4%,-14%,i,0.6%,3%,2%,-2%,2%
N#CCC(=O)N/N=C/c1cccc(Oc2ccccc2)c1,6%,5%,9%,i,0.2%,-10%,-14%,?,3%

# An excerpt from above in order of their number in Nrf2 ARE act, low to high:
SMILES	Nrf2 ARE act
Cc1onc(-c2ccccc2)c1C(=O)Nc1ccc(S(=O)(=O)Nc2nccs2)cc1	-0.6%
CN(C(=O)CSc1nc(N)cc(N)n1)C1CCS(=O)(=O)C1 (configuration not stated)	0.3%
CC(NC(=O)c1cccs1)C1CCCO1 (configuration not stated)	0.5%
Cc1nnc(SCc2ccccc2Cl)c2cc3sccc3n12	6.8%

# Additional records
SMILES,TGFb inhibitor,HepG2 tox,MCF10A rereplic,ATXN viability,Nrf2 ARE act,A549 tox,ATXN2 expr inh,Nrf2 block,EPAC2 antagonist
CCc1ccc(S(=O)(=O)Nc2cccc(-c3ccc(N4CCOCC4)nn3)c2)cc1,-24%,-32%,·,?,0.8%,-16%,6%,·,·
Cc1ccc(NC(=O)N2CCCC2C(=O)NCC2CCCCC2)cc1 (configuration not stated),-8%,13%,-1%,i,-0.3%,-12%,-2%,-10%,18%
Nc1ccc(SC(F)(F)F)cc1C(=O)c1ccccc1,13µM*,-104%,68%,i,0.8%,?,-23%,-17%,?
COc1ccc(-c2nnnn2C)cc1S(=O)(=O)NCc1ccccc1,-21%,-7%,-3%,i,-0.1%,5%,-9%,2%,-6%
CCCn1c(CCNc2nc(-c3ccc(Cl)c([N+](=O)[O-])c3)cs2)nc2cc(Cl)c(Cl)cc21,0%,5%,-25%,i,2.9%,-1%,10%,6%,4%
C[C@H](CO)N1C[C@H](C)[C@@H](CN(C)C(=O)NC2CCCCC2)Oc2ccc(NC(=O)c3ccncc3)cc2C1=O,1%,-6%,3%,i,0.3%,-3%,3%,4%,-2%
CC(=O)NC1(c2ccccc2)CCN(Cc2nnnn2C(C)(C)C)CC1,-5%,-1%,-16%,i,0.2%,-7%,1%,-3%,2%
COc1ccc(NC(=O)CC2CC3CCC2C3)cn1 (configuration not stated),-6%,-10%,3%,i,3.7%,0%,27%,?,2%
CS(=O)(=O)c1ccc2nc(NC(=O)CCC(=O)c3cccs3)sc2c1,?,-14%,20%,i,4.4%,-5%,20%,1%,8%
Cc1c(C(=O)O)sc(S(=O)(=O)N2CCN(C(=O)CC(C)c3ccccc3)CC2)c1C(=O)O (configuration not stated),0%,5%,-4%,i,-0.3%,-5%,9%,3%,8%
Cc1c(Cc2ccccc2)c(=O)oc2c(CN(C)C)c(O)c(Cl)cc12,2%,-18%,18µM*,·,0.3%,?,4%,?,0%
COc1cc2[nH]c(=O)n(CCC(=O)NC3CCCC3)c(=O)c2cc1OC,-7%,-16%,-4%,i,0.2%,0%,2%,18%,10%
COC(=O)c1ccc(CN2CCCC(CCC(=O)NCc3ccc(C)o3)C2)cc1 (configuration not stated),7%,3%,-3%,i,0.7%,-5%,5%[11.3 µM],1%,-4%
COc1cccc(/C=C/C(=O)c2ccc3c(c2)OCCO3)c1OC,?,-55%,?,i,26%[9.22 µM],?,50%[activator],?,-3%

# Full records, looked up by structure:
# `COc1cccc(/C=C/C(=O)c2ccc3c(c2)OCCO3)c1OC` is entered as TGFb inhibitor: ?; HepG2 tox: -55%; MCF10A rereplic: ?; ATXN viability: i; Nrf2 ARE act: 26%[9.22 µM]; A549 tox: ?; ATXN2 expr inh: 50%[activator]; Nrf2 block: ?; EPAC2 antagonist: -3%
# `COc1ccc(NC(=O)CC2CC3CCC2C3)cn1` (configuration not stated) is entered as TGFb inhibitor: -6%; HepG2 tox: -10%; MCF10A rereplic: 3%; ATXN viability: i; Nrf2 ARE act: 3.7%; A549 tox: 0%; ATXN2 expr inh: 27%; Nrf2 block: ?; EPAC2 antagonist: 2%

# This is a subset; count on the stated rates, not on these rows.
